Assay outcomes deposited in PubChem BioAssay by several laboratories.
Arr AP2 block – inhibitors of human beta-arrestin and AP2 interaction; FITC-arrestin peptide / GST-AP2 beads, flow cytometry; AP2 beta2 appendage carries R879A mutation; AID 504490; inhibition, % at 10 µM; 0.31% of 340,000 active;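 active = inhibition above a set limit, near 3 SD of compounds lacking own fluorescence, cut at about 54% in these data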;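 also: plate controls were DMSO wells for no effect and 5 µM unlabelled arrestin peptide for full effect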
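System: GST-AP2 R879A bound to glutathione beads, E. coli-expressed. Also added: 50 nM FITC-arrestin peptide. Schedule: compound with beads 12 min RT, then probe 1 h RT. Signal: bead flow cytometry, FITC channel. Read-out basis: percent response.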
Ecoli viability – reduces bacterial viability in AddAB counter-screen; inhibition, % at 11.9 µM; E. coli V3065 growth, OD600 absorbance, 18 h; 0.27% of 330,000 active;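 active = inhibition above the campaign's mean inhibition across all tested compounds plus 3 SD, cut at about 9.9% in these data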;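 also: uninfected addAB+ strain grown without phage in ampicillin broth; 0% = DMSO wells and 100% = ciprofloxacin 0.95 µg/ml wells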
Mot1-301 SUMO – SUMOylation pathway inhibition by Mot1-301 growth rescue; S. cerevisiae Mot1-301 growth rescue, ATP luminescence, 38.5C; percent above DMSO median, 100 means doubled; growth rescue, % at 18.8 µM; 1% of 320,000 active;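 active = every valid replicate shows activation above 250% relative to neutral control wells; inactive = the rest, any valid replicate at or below 250%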;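 also: OY570 slx delta 5 strain wells were the positive control but not used for scaling; some compounds called inactive have numbers as strong as hits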
OPRM1-OPRD1 inv – inverse agonists of human mu-delta opioid receptor heterodimerization; P35372+P41143; cell-based MOR-DOR heterodimer luminescence, inverse agonism; inhibition, % at 9.3 µM; 0.21% of 340,000 active; AID 504357; in the data active = inhibition above about 22%, passing the limit was not always enough;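 also: 0% = cells with DMSO and 100% = wells without cells with DMSO; values of inactives mirror those of a sister screen read the other way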
Target sequence (P35372 whole entry, looked up): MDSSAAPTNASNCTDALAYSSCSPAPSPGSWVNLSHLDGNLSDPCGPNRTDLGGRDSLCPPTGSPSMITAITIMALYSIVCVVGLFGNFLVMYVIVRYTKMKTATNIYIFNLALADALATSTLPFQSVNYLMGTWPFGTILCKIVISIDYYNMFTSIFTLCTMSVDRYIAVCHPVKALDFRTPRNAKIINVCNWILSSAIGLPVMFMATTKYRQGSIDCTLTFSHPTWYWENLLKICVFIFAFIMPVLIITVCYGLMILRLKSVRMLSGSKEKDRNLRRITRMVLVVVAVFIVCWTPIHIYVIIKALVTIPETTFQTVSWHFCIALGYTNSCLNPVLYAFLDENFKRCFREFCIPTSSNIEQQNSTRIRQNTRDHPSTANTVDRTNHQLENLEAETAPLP
Target sequence (P41143 whole entry, looked up): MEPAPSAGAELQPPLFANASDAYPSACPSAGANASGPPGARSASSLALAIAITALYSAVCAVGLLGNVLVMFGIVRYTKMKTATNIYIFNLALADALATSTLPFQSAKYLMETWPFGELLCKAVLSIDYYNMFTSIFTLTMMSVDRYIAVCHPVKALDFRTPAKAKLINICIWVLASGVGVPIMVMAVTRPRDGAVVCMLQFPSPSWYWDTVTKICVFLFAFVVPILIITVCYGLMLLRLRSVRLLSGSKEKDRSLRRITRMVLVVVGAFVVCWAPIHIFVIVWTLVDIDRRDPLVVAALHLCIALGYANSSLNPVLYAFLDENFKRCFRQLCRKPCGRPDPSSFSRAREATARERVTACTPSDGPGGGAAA
DSG3 Ab inh – inhibitors of pemphigus antibody binding to human desmoglein-3 | P32926 | DSG3-coupled beads, scFv-anti-DSG3-GFP binding, flow cytometry; stronger effect = lower value | binding (percent of control), % at 10 µM | 0.48% of 310,000 active | AID 588358;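 active = binding more than 3 SD below its plate's average and above zero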;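 also: hits lower antibody fragment binding to DSG3; some compounds called inactive have numbers as strong as hits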
MOR-DOR ag – OPRM1-OPRD1 heterodimerization agonism; P35372+P41143; cells, luminescence; activation, % at 9.3 µM; 0.3% of 340,000 active; AID 504326; in the data active = activation above about 18%;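 also: 0% = vehicle-treated cells and 100% = reference agonist; values of inactives mirror those of a sister screen read the other way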
AddAB inh – less growth of phage-infected E. coli with AddAB. E. coli expressing H. pylori AddAB, absorbance growth. inhibition, % at 11.9 µM. 0.29% of 330,000 active; in the data active = inhibition above about 12%;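 also: 0% = vehicle wells of infected cells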
phage Ecoli inh – E. coli growth loss with phage present. growth absorbance. AID 651602. inhibition, % at 11.9 µM. 0.26% of 360,000 active; in the data active = inhibition above about 11%
PKA-R1A activ – activates the PKA-R1A holoenzyme complex; 0.083% of 340,000 active; P00514+P68181; activation, % at 11.4 µM; PKA-R1A dissociation, Cy5-IP20 fluorescence polarization; scaled: DMSO 0%, 113 µM cGMP 100%;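 active = percent activation above the mean of all tested compounds plus 3 SD, cut at about 19% in these data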;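 also: higher means more PKAc released from R1A so a rise in polarization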
Tat export inh – blocks Tat-dependent protein export in E. coli | AID 488895 | 0.036% of 340,000 active | E. coli MC4100 TorA-mCherry Tat export, fluorescence | inhibition, % at 10 µM;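 active = mean replicate inhibition at least 50% and at least half of replicates individually reaching 50%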;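 also: exported cargo escapes ClpAP degradation while cytoplasmic cargo is degraded and loses fluorescence; 0% = median of neutral control wells and 100% = median of NaSCN control wells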
PfHsp90 yeast 2 – growth inhibition of yeast expressing Plasmodium Hsp90. S. cerevisiae expressing PfHsp90, BacTiter-Glo ATP, 48 h; yeast lacking PDR1 and PDR3 efflux regulators. 0.32% of 310,000 active. inhibition, % at 9.4 µM;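 active = every replicate shows inhibition above about 80%, whatever the replicate mean, limit read from the data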;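 also: 0% = DMSO neutral controls and 100% = 20 µM radicicol positive controls; yeast relying on Plasmodium falciparum Hsp90 in place of its own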
* marks the source's active call; other numbers are inactive results; nt = not tested or not shown.

No.	structure	Arr AP2 block	Ecoli viability	Mot1-301 SUMO	OPRM1-OPRD1 inv	DSG3 Ab inh	MOR-DOR ag	AddAB inh	phage Ecoli inh	PKA-R1A activ	Tat export inh	PfHsp90 yeast 2
1	Cc1nc2ccccn2c1-c1ccnc(SCc2ccc(Cl)cc2)n1	9	2.4	9	-5	103	1.0	3.3	-2.2	-9	2	-25
2	COC(=O)c1ccc(NC(=S)NC2c3ccccc3CC2O)cc1 (stereo not drawn)	31	-0.8	-6	nt	106	nt	-1.0	3.3	nt	-2	-7
3	Cc1ccc(NC(=O)CNc2ccc(OC(C)C)cc2)cc1	16	-3.8	3	10	101	-2.0	0.7	3.1	7	7	1
4	CCN(CC)CCN(Cc1cc2cc3c(cc2[nH]c1=O)OCCO3)C(=S)NCC1CCCO1 (stereo not drawn)	-2	-1.2	-30	12	108	-2.3	0.3	5.8	-7	-1	-6
5	Cc1cc(NC(=O)CCCN2C(=O)c3cccnc3C2=O)ccc1Br	4	-1.3	88	5	113	-0.9	-0.1	0.3	6	-14	nt
6	CCCn1c(=O)c(C(=O)N/N=C/c2ccccc2F)c(O)c2ccccc21	4	-0.5	50	14	124	-2.6	0.2	-0.1	9	0	nt
7	CC(C)(C)OC(=O)C[C@H]1C/C=C\C[C@@H](CC(=O)N(CCO)Cc2ccccc2)C(=O)N2CCC[C@@H]2COC1=O	7	-2.6	-4	17	103	-2.9	0.1	0.0	-4	3	3
8	O=C(CN1C(=O)c2ccccc2C1=O)Oc1ccc(Cl)cc1	2	-3.2	118	16	116	-3.6	-0.8	1.4	-6	4	-2
9	COc1cc(CNC2CCCC2)cc(OC)c1	6	1.6	86	2	103	-0.4	3.2	3.7	-8	5	-1
10	Cc1ccnc(NC(=O)CCC(=O)N(CC(=O)NCCc2ccccc2)c2ccc(F)cc2)c1	28	2.8	-17	-20	103	2.5	5.8	-0.6	3	-4	-3
11	COc1ccc2oc(C(=O)OCC(=O)NCC3CCCO3)c(C)c2c1 (stereo not drawn)	7	1.2	-14	-2	111	0.3	-1.2	1.3	7	6	37
12	O=C(O)c1c(-c2ccccc2)oc2ccc(O)cc12	-3	0.5	15	5	91	-1.0	2.6	-0.2	-5	4	1
13	COc1ccc(NC2c3ccccc3C(=O)N2Cc2ccc3c(c2)OCO3)cc1 (stereo not drawn)	2	0.2	-3	5	102	-1.1	1.6	-0.5	9	21	11
14	ON=C1c2ccccc2-c2ccccc21	2	0.1	126	-6	101	1.3	1.1	2.1	4	-11	-88
15	CC(NC(=O)/C(C#N)=C/c1ccc([N+](=O)[O-])o1)c1ccccc1 (stereo not drawn)	25	2.3	146	-12	75	2.1	6.5	1.2	4	-22	-6
16	COc1cc(NC(=O)c2ccccc2Cl)c(OC)cc1NC(=O)CN1CCOCC1	20	0.1	-15	6	113	-1.1	7.0	1.6	-3	4	17
17	N#Cc1ccccc1OCC(=O)OCC(=O)c1c[nH]c2ccccc12	20	-0.5	-22	7	nt	-1.6	1.6	4.0	1	-3	-18
18	O=C(Nc1ccc2oc(-c3ccccc3)nc2c1)c1ccco1	1	0.9	-3	0	96	0.0	2.1	4.7	-5	-3	36
19	CC(=O)Nc1ccc(NC(=O)CCCCCN2C(=O)c3ccccc3C2=O)cc1	2	1.1	0	11	87	-2.1	0.7	1.5	-5	11	-2
20	Cc1ccc(Sc2ccncc2S(N)(=O)=O)cc1	36	0.3	1	11	101	-2.1	4.1	2.8	5	-17	4
21	COc1cc([N+](=O)[O-])ccc1NC(=O)NN1CCN(C)CC1	-13	-1.8	-4	11	109	-1.9	2.4	2.8	-3	-7	-10
22	COc1ccc(-c2ccc(=O)n(CC(=O)NCc3ccco3)n2)cc1	7	0.2	0	13	103	-2.4	-0.4	1.3	6	7	-1
23	COc1ccc(NC(=O)N(C)C[C@H]2Oc3ccc(NC(=O)Nc4ccc(C(F)(F)F)cc4)cc3C(=O)N([C@H](C)CO)C[C@@H]2C)cc1	6	1.2	0	16	97	-3.5	2.4	1.4	-1	-8	-4
24	COc1ccc2c(c1)c(=O)oc1cc(OCC(=O)N3CCCC(C)C3)ccc12 (stereo not drawn)	-11	-0.1	21	2	nt	-0.4	2.2	3.5	-10	-4	12
25	CC(C)/C=C/CN1CCC(Oc2ccc(C(=O)N3CCCC3)cc2)CC1	-1	-2.0	18	3	nt	-0.5	1.3	-0.6	0	-5	-2
26	COc1ccccc1-n1c(SC(C)C(=O)NCC2CCCO2)nc2cc(Cl)ccc2c1=O (stereo not drawn)	-20	-1.3	-18	21	101	-3.2	-2.9	1.3	-11	3	14
27	Nc1cccnc1Sc1cc(Cl)c(Cl)cc1Cl	-6	-0.2	-5	-11	100	2.1	-0.2	4.2	2	-4	nt
28	CCOc1ccc(OCCOc2ncnc3ccccc23)cc1	1	-0.4	-12	2	104	-0.5	4.8	2.4	7	-6	nt
29	O=C(CSc1nccc(=O)[nH]1)Nc1ccc(N2CCOCC2)cc1	-9	1.2	-21	14	99	-2.8	-1.1	2.9	5	1	10
30	Cc1ccc(S(=O)(=O)CCC(=O)OCCOc2cccc(Br)c2)cc1	14	1.2	215	8	99	-2.0	1.9	0.9	-3	8	-4
31	CC1(C)C=Cc2cc(-c3coc4cc(O)cc(O)c4c3=O)cc(O)c2O1	4	-0.5	5	-13	102	2.3	3.4	3.1	0	4	nt
32	CCC(C)NC(=O)CSc1c2c(nc3ccccc13)CCCC2 (stereo not drawn)	-12	-1.2	-9	-1	100	0.2	0.6	2.9	1	-2	14
33	COc1ccc(NC(=O)CC(CC(=O)O)c2cc(OC)c(OC)c(OC)c2)cc1 (stereo not drawn)	-15	1.0	27	9	108	-1.9	-0.3	4.5	10	14	0
34	CN1CCC(CNC(=O)Nc2ccccc2)(c2ccccc2)CC1	-5	0.0	26	-19	116	3.7	0.0	2.3	2	5	-1
35	Cc1ccccc1C(=O)N1CCC(C(=O)Nc2ccc3c(c2)OCO3)CC1	32	1.5	6	7	93	-1.5	-0.5	5.3	4	-12	12
36	CC(=O)Nc1ccc(N2C(=O)c3ccc(C(=O)Nc4nnc(SCc5ccc(F)cc5)s4)cc3C2=O)cc1	1	-1.1	-11	7	81	-0.9	-2.0	4.0	7	-1	nt
37	COc1cc(C(C(=O)NCC2CCCO2)N(C(=O)Cn2nnc3ccccc32)c2ccc(C(C)=O)cc2)ccc1O (stereo not drawn)	-2	-0.2	19	-2	nt	0.2	-2.0	2.4	5	6	-21
38	S=c1[nH]nc(-c2ccc(Cl)cc2)n1-c1cccnc1	-9	-1.2	209	8	101	-1.7	-0.9	0.8	7	-10	10
39	COc1ccc(S(=O)(=O)NCc2csc(C)n2)cc1	11	0.2	nt	11	94	-2.0	0.0	1.2	-5	4	11
40	Cn1nnnc1NCc1c(F)cccc1Cl	-3	-0.4	0	4	121	-0.7	1.3	1.1	-7	0	27

Entries by screen from the list.
OPRM1-OPRD1 inv for nos. 30 to 40 → 8, -13, -1, 9, -19, 7, 7, -2, 8, 11, 4
Mot1-301 SUMO for nos. 30 to 40 → 215, 5, -9, 27, 26, 6, -11, 19, 209, nt, 0

New compounds follow
No.	structure	Arr AP2 block	Ecoli viability	Mot1-301 SUMO	OPRM1-OPRD1 inv	DSG3 Ab inh	MOR-DOR ag	AddAB inh	phage Ecoli inh	PKA-R1A activ	Tat export inh	PfHsp90 yeast 2
41	O=C(N/N=C/c1cn(-c2ccccc2)nc1-c1ccc(F)cc1)c1ccc2c(c1)OCO2	-6	-0.6	-5	-2	99	0.3	-0.6	-0.1	-9	0	-56
42	Cc1ccc2cc3c(NC(=O)C4CCCO4)nn(CC(C)C)c3nc2c1 (stereo not drawn)	16	0.2	-7	5	98	-1.2	5.6	3.4	-3	-4	-91
43	O=C(COC(=O)c1ccccc1Br)Nc1cc(S(=O)(=O)N2CCOCC2)ccc1N1CCCC1	4	2.0	-10	-1	102	0.2	0.7	1.5	-14	-4	16
44	CC(=O)Nc1cccc(NC(=O)c2cccc(S(=O)(=O)N3CCN(Cc4ccccc4)CC3)c2)c1	26	-0.6	-2	8	104	-1.6	0.0	1.9	-6	3	-22
45	CCc1cccc(C)c1NC(=O)CCCN1C(=O)NC(C)(C)C1=O	4	-0.5	4	9	nt	-2.4	-2.1	1.5	-7	8	6
46	O=C(CSc1nc(C2CC2)nc2ccccc12)Nc1ccccc1	22	-1.4	34	-4	108	0.8	1.7	-1.5	4	-7	-4
47	COCCCn1c(=O)/c(=C\c2ccccc2OC(F)F)s/c1=C(/C#N)C(=O)NC(C)C	5	0.9	11	16	99	-2.3	1.7	3.2	2	4	10
48	C=CSc1sc(Cl)c(N2CCOCC2)c1[N+](=O)[O-]	2	-0.2	104	-13	96	2.4	0.1	2.3	-1	0	-10
49	COc1cccc(-c2noc(CCC(=O)NCC3CCCO3)n2)c1 (stereo not drawn)	4	-0.8	4	12	94	-2.5	-0.9	3.2	-1	-8	1
50	CC(C)C(C(=O)NCC1CCCO1)N(Cc1ccccc1)C(=O)CNS(=O)(=O)c1ccccc1 (stereo not drawn)	27	4.0	-3	-2	107	0.3	2.5	0.8	-7	4	8
